Nrf2 activator = qHTS of Nrf2 Activators | AREc32 ARE-luciferase reporter (MCF7-derived line), luminescence, 24 h | Potency, µM (doses to about 46.1 µM), for the others: at the top dose activation, hits mostly activators | 410,000 compounds, 0.31% hits | AID 624171, 2012; further: potency means the concentration at half of the fitted maximal effect; % of control where 0% means no effect; nearly all actives have a fitted effect of over 65% in size
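ARE activation measured as luciferase luminescence (Steady-Glo, 30 min RT) in AREc32_Fluc cells after 24 hr compound exposure at 37 deg C, 5% CO2; cells seeded overnight at 1000/well in OPTI-MEM, 5% FBS.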
ATXN viability = Viability Counterscreen for Primary qHTS for Inhibitors of ATXN expression. 400,000 compounds, 0.49% hits. AID 651635, 2014. S2 cells (HEK-293 line with an ATXN2-luciferase reporter) viability, CellTiter-Fluor protease fluorescence, 24 h. Potency, µM (titrated, usually from 56.7 µM), hits mostly cytotoxic; further: potency means the concentration at half of the fitted maximal effect; nearly all actives have a fitted effect of over 40% in size
Nrf2 block = Nrf2 qHTS screen for inhibitors | A549 ARE-Fluc reporter, luciferase luminescence, 18-24 h | Potency, µM (doses to about 46 µM), without a hit: top-dose activity change, negative = inhibition, actives largely listed as inhibitors | 360,000 compounds, 2.1% hits; further: potency means the concentration at half of the fitted maximal effect; on the % scale 0 is the no-effect control and ±100 the full control effect; nearly all actives have a fitted effect of over 60% in size
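Nrf2 activity is the BugLite luminescence, read 15 min after reagent at room temperature, following CellTiter-Fluor cytotoxicity readout (30 min, 37C). Compound titrations were applied for 18-24 h to 5000 A549 ARE_Fluc cells/well in 5% FBS OPTI-MEM.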
MCF10A rereplic = A quantitative high throughput screen for small molecules that induce DNA re-replication in MCF 10a normal breast cells | Potency, µM (top dose mostly 46.1 µM), without a hit: top-dose activity, positive = re-replication, most hits filed as activators | AID 624296, 2012 | MCF 10A DNA re-replication, Hoechst nuclear intensity, 48 h | 350,000 compounds, 2.9% hits; further: potency means the concentration at half of the fitted maximal effect; % of control where 0% means no effect; nearly all actives have a fitted effect of over 50% in size
IL1B secr inh = qHTS for Inhibitors of Inflammasome Signaling: IL-1-beta AlphaLISA Primary Screen; 360,000 compounds, 4.7% hits; THP-1 LPS/ATP IL-1B secretion, AlphaLISA, 16 h; stronger effect = lower value; activity change, % at 57.5 µM; in the data active means activity change below about -50%; inconclusive means mostly about -30% to -49%; further: on the % scale 0 is the no-effect control and ±100 the full control effect
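THP-1 cells pretreated 1 hr with compounds (up to 57.5 uM final), then stimulated with LPS (250 ng/mL final) plus ATP (1.25 mM final); secreted IL-1B measured by AlphaLISA after 16 hr, decreased signal indicating inhibition.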
ATXN2 expr inh = Primary qHTS for Inhibitors of ATXN expression; HEK-293 ATXN2-luciferase reporter, luminescence, 24 h; Potency, µM (top dose mostly 57 µM), for inactives: top-dose activity change, negative = inhibition, hits mostly inhibitors; 360,000 compounds, 0.72% hits; further: potency means the concentration at half of the fitted maximal effect; on the % scale 0 is the no-effect control and ±100 the full control effect; nearly all actives have a fitted effect of over 55% in size
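ATXN2-luciferase reporter cells (luciferase flanked by upstream and downstream ATXN2 gene portions) were treated 24 h at 37 °C with compounds at up to 57 uM. SteadyGlo luminescence gave expression; GF-AFC fluorescence gave viability.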
HepG2 viability = qHTS for Inhibitors of TGF-b: Cytotox Counterscreen | 410,000 compounds, 0.76% hits | HepG2 CAGA-GFP viability, ATP luminescence, 18 h | AID 588856, 2011 | Potency, µM (doses to about 46.1 µM), for the others: top-dose activity change, negative = cytotoxicity, actives largely listed as cytotoxic; further: potency means the concentration at half of the fitted maximal effect; some results filed as inactive show a strong effect at the top dose
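CellTiter-Glo luminescence gave cytotoxicity after 18 hours at 37 degrees C. The cells were HepG2 CAGA-GFP in 1% FBS DMEM, stimulated with 500 pg/mL TGF-beta after compound addition. %Activity was normalised to no-cell wells (complete cell-killing) and DMSO (no toxicity), and curves were fitted and classified.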
A549 viability = Nrf2 qHTS screen for inhibitors: counterscreen for cytotoxicity; A549 ARE-Fluc cells, CellTiter-Fluor viability, 18-24 h; 390,000 compounds, 0.16% hits; AID 504648, 2011; Potency, µM (doses to about 46 µM), inactives show at the top dose activity change, negative = cytotoxicity, hits mostly inhibitors; further: potency means the concentration at half of the fitted maximal effect; on the % scale 0 is the no-effect control and ±100 the full control effect
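A549 ARE-Fluc cells in 5% FBS OPTI-MEM, 5000 cells/well, rested 2 h then exposed to compounds in concentration-response for 18-24 h at 37 °C. Viability by CellTiter-Fluor fluorescence (Ex 405/Em 525) after 30 min; luciferase luminescence (BugLite, 15 min, RT) read afterwards.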
TGFb inhibitor = qHTS for Inhibitors of TGF-b; HepG2 CAGA-GFP TGF-b/SMAD3 reporter, GFP fluorescence, 18 h; TGF-beta stimulated, 500 pg/mL final; AID 588855, 2011; Potency, µM (series often up to 46.1 µM), for inactives: top-dose activity, negative = inhibition, actives largely listed as inhibitors; 410,000 compounds, 1.2% hits; further: potency means the concentration at half of the fitted maximal effect; on the % scale 0 is the no-effect control and ±100 the full control effect; nearly all actives have a fitted effect of over 65% in size
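HEPG2 CAGA-GFP reporter cells (1000/well, DMEM with 1% FBS) received compounds, then recombinant TGF-beta at 500 pg/mL final for 18 hours at 37 degrees C. Per-cell GFP summed per well was normalised to unstimulated and stimulated DMSO controls before curve fitting.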
* = called active by the depositor; i = inactive; ? = inconclusive; · = not tested or not shown; & = joins results of further samples; ! = not active in a repeat; [ ] = dose if it differs, or a comment. Unless noted, the call rests on the fitted dose curve; in most records, active means well fitted curve in the direction sought with a large enough effect; inconclusive means small, poorly fitted or top-dose-only effect, or another doubt; inactive means no such curve, though single readings can be large; an effect the other way counts as inactive or inconclusive.

Sample of the layout (4 entries):
SMILES	Nrf2 activator	ATXN viability	Nrf2 block	MCF10A rereplic	IL1B secr inh	ATXN2 expr inh	HepG2 viability	A549 viability	TGFb inhibitor
CCOC(=O)C1CCN(C=C2C(=O)N(C)C(=S)N(C)C2=O)CC1	-0.1%	i	-2%	-61%[inhibitor]	9	-15%	-10%	-6%	12%
CCn1nc(C)c(CN2CCCC(C(=O)c3cccc(OC(C)C)c3)C2)c1C (centres undefined)	0.0%	i	10µM*	11%	17	·	-18%	0%	-7%
Cc1cccc(N(CC(=O)NCCSc2ccc(Cl)cc2)S(=O)(=O)c2ccccc2)c1C	-0.3%	·	?	·	·	·	-20%	-11%	?
CCN(CC)CCCN=Cc1c(O)n(Cc2ccc(F)cc2)c(=O)[nH]c1=O	-1.5%	i	-3%	2%	-7	-13%	6%	-2%	-4%

All compounds of this part, from the first entry:
SMILES	Nrf2 activator	ATXN viability	Nrf2 block	MCF10A rereplic	IL1B secr inh	ATXN2 expr inh	HepG2 viability	A549 viability	TGFb inhibitor
CCOC(=O)C1CCN(C=C2C(=O)N(C)C(=S)N(C)C2=O)CC1	-0.1%	i	-2%	-61%[inhibitor]	9	-15%	-10%	-6%	12%
CCn1nc(C)c(CN2CCCC(C(=O)c3cccc(OC(C)C)c3)C2)c1C (centres undefined)	0.0%	i	10µM*	11%	17	·	-18%	0%	-7%
Cc1cccc(N(CC(=O)NCCSc2ccc(Cl)cc2)S(=O)(=O)c2ccccc2)c1C	-0.3%	·	?	·	·	·	-20%	-11%	?
CCN(CC)CCCN=Cc1c(O)n(Cc2ccc(F)cc2)c(=O)[nH]c1=O	-1.5%	i	-3%	2%	-7	-13%	6%	-2%	-4%
COc1cc(OC)c(/C=C2\C(=O)Nc3ccccc32)c(OC)c1	12%	?	?	5.2µM*	-2	?	-79%	-19%	-15%
COc1cc2c3cc1Oc1cc(ccc1O)C[C@@H]1c4c(cc(OC)c(O)c4Oc4ccc(cc4)C[C@H]3N(C)CC2)CCN1C	0.7%	4µM*	-13%	18µM*!	18	?	-5%	8.2µM*	1%
COC(=O)C1C2c3ccccc3OC1(C)N=c1s/c(=C/c3cnn(C)c3)c(=O)n12 (centres undefined)	2.4%	i	-16%	2%	-4	-4%	21%	-8%	-1%
CN1CCC23c4c5ccc(O)c4O[C@@H]2[C@H](O)C=CC3C1C5 (some centres undefined)	-1.2%	i	4%	-30%	-14	-1%	-7%	-3%	2%
C[C@]12CC[C@H]3[C@@H](CCC4=CC(=O)CC[C@@]43C)[C@@H]1CC[C@@H]2O	4.6%&-0.1%	i	-7%&-19%	7%&16%&1%	-21&-19	-18%&-6%	-12%&-9%	1%&1%	3%&7%
C=CCn1c(O)c(C(CC)=NCC2CCCO2)c(=O)[nH]c1=O (centres undefined)	3.1%	i	-10%	3%	8	0%	-14%	3%	5%
CC(=NCc1ccco1)c1c(O)n(-c2ccc(C)cc2)c(=O)[nH]c1=O	-0.1%	i	?	4%	?	·	-15%	8%	-26%
COP(=O)(OC)c1nc(-c2ccc([N+](=O)[O-])cc2)oc1N1CCCCC1	2.2%	·	-21%	-17%	-11	·	-13%	?	9%
CSc1nnc(C2CCNCC2)n1C	-0.9%	i	-9%	-5%	0	-6%	5%	-7%	0%
O=S(=O)(NC1CCCCC1)OCC(Cl)(Cl)Cl	-0.6%	i	13%	31%	7	-7%	-30%	2%	-4%
CCOC(=O)c1cc2c(cn1)[C@@H](CCO)NC2	-0.2%	i	3%	-5%	-22	-5%	-4%	-1%	-1%
Cc1ccc(-c2nn3c(=O)cc(CN4CCN(C(=O)COc5ccc(C)c(C)c5)CC4)nc3s2)cc1	-0.3%	i	·	·	·	5%	-31%	9%	-15%
COc1ccc(N=C2SCCCN2C)cc1	-0.2%	i	0%	0%	-9	1%	1%	3%	-17%
CC(=O)Nc1ccc(CC(=O)N2CCN(Cc3ccccc3)CC2)cc1	4.3%	i	1%	-8%	-13	-2%	9%	0%	1%
CN1C(=O)C(=Cc2ccc(OCC(=O)Nc3ccccc3)cc2)C(=O)N(C)C1=O	1.9%	i	9%	6%	-1	22%	-35%	2%	-5%
COc1cccc(CN2CCNCC2)c1	-0.9%	i	13%	-27%	15	-11%[11.3 µM]	-3%	3%	-2%
CCc1cc(=O)[nH]c(SCCCF)n1	-0.8%	i	-6%	2%	10	-34%	9%	-3%	-5%
CN(C)CC1CSCCC1(O)c1ccccc1 (centres undefined)	-0.8%	i	8%	-1%	2	-8%	-8%	0%	0%
CCS(=O)(=O)Nc1ccc(C2=NN(C(=O)c3ccco3)C(c3ccc(Cl)o3)C2)cc1 (centres undefined)	6.6%	i	?	22%	-63*	-8%	-27%	-3%	-13%
C=CCc1cc(OC)c2c(c1)OCO2	0.3%	i	3%	0%	11	5%	4%	0%	-8%
CCC(c1nnnn1Cc1ccccc1)N1CCC2(CC1)C(=O)NCN2c1ccccc1 (centres undefined)	-1.2%	?	·	·	18	2%	3%	·	?
Other results follow.
SMILES	Nrf2 activator	ATXN viability	Nrf2 block	MCF10A rereplic	IL1B secr inh	ATXN2 expr inh	HepG2 viability	A549 viability	TGFb inhibitor
CC(C)CN1CCN(Cc2ccc(C(F)(F)F)cc2)CC1CCO (centres undefined)	0.1%	i	9%	?	-10	0%	-3%	-3%	2%
Cc1ccc2c(c1)C1CN(C)CCC1N2C(=O)/C=C/c1ccc2c(c1)OCO2 (centres undefined)	1.5%	i	16%	9%	-17	?	-19%	4%	-16%
COc1ccc(CNC(=O)C(NC(C)=O)C(C)C)cc1OC (centres undefined)	-0.3%	i	-4%	12%	2	5%	12%	-2%	3%
O=C(OCc1ccccc1)N1CCC2CC1c1cc(N3Cc4ccccc4-n4nncc4C3)ccc12 (centres undefined)	20%	?	·	·	-8	29%	-27%	·	-6%
C[N+]1(C)CCN(c2ccccc2)CC1	-0.9%	i	-18%	-23%	24	6%	7%	-2%	-10%
c1cc2c(cc1CCNC1CCCCCC1)OCO2	0.0%	i	9%	1%	-6	-3%	-1%	0%	-3%
CC1(C)CC(=O)C(C2(O)C(=O)NC(=O)NC2=O)=C(O)C1	-0.6%	i	3%	?	7	-7%	2%	-7%	17%
CN1C(=O)N(C)C(=O)C2(Cc3c(nc4ccccn4c3=O)N3CCc4ccccc4C32)C1=O (centres undefined)	?	i	9%	1%	32	0%	-6%	1%	0%
CCOC(=O)C1(c2ccccc2)CCN(CC(=O)c2ccc(NC(C)=O)cc2)CC1	0.7%	i	0%	4%	11	-16%	9%	-1%	-5%
C[N+]1(C)C2CCC1CC(OC(=O)c1ccco1)C2 (centres undefined)	0.2%	i	-12%	-4%	0	25%	-2%	-6%	-1%
C[C@]12CC[C@@H](O)CC1=CCC1C2CC[C@@]2(C)C1C[C@@H](F)[C@@H]2O (some centres undefined)	0.1%	i	-1%	-1%	-6	5%	2%	1%	7%
CC[N+](CC)(CC)CC	-0.3%	i	9%	-3%&-2%	11	1%&8%	0%	-2%	13%
Cc1ccc(-n2nc(C)cc2NC(=O)COc2cc(C)cc3oc(=O)c4c(c23)CCC4)cc1	3.3%	i	?	-2%	-2	-19%	-17%	?	-6%
Cn1c(O)c(C=NC2C(=O)C3(C)CCC2C3(C)C)c(=O)n(C)c1=O (centres undefined)	-0.1%	i	·	13%	-5	3%	4%	4%	3%
C[C@]12CC[C@H]3[C@@H](CC[C@]4(O)C[C@@H](O)CC[C@]34C=O)[C@@]1(O)CC[C@@H]2C1=CC(=O)OC1	-2.8%	?	0.26µM*	?	-67*	0.32µM*	-65%	?	7.1µM*
Cn1c(O)c(/C=C/C=Nc2ccccc2)c(=O)n(C)c1=O	-0.6%	i	1%	1%	20	-16%	10%	-8%	32%[activator]
C=C(C)[C@@H]1C2C(=O)O[C@H]1[C@H]1OC(=O)[C@@]34OC3C[C@]2(O)[C@@]14C (some centres undefined)	-0.4%	i	16%	0%	0	2%	5%	0%	3%
O=C(COC(=O)Cc1ccccc1)Nc1ccc(Cl)cn1	0.1%	i	1%	0%	-8	-23%	11%	0%	1%
CCCCn1c(O)c(C(CC)=Nc2cccc(C(=O)O)c2)c(=O)[nH]c1=O	-0.6%	i	24%	3%	-4	1%	-4%	-3%	-18%
Cc1nc(SCc2c(Cl)cccc2Cl)nc(OC(=O)N(C)C)c1C	0.2%	i	-14%	4%	-11	·	-30%	2%	0%
CCCN1CCC(NC2CCC(O)CC2)CC1 (centres undefined)	-0.8%	?	24%	10%	1	4%	0%	-4%	9%
Cc1ccc(S(=O)(=O)N2CC2(C)CCl)cc1 (centres undefined)	12%	i	0%	?	-69*	·	-29%	-2%	-10%
CN(C)C(=O)Oc1ccc(OC(=O)c2ccccc2)cc1	1.7%	i	6%	11%	-12	40%[activator]	-21%	-1%	-2%
CC(=O)NCCc1c[nH]c2ccccc12	-1.3%	i	-7%	-5%	5	7%	2%	10%	41%[activator]
COc1ccc(N=Cc2c(O)n(Cc3cccs3)c(=O)[nH]c2=O)cc1	0.2%	?	-2%	?	-5	·	-9%	4%	5%

Record cards, from the list above. Order of screens: Nrf2 activator | ATXN viability | Nrf2 block | MCF10A rereplic | IL1B secr inh | ATXN2 expr inh | HepG2 viability | A549 viability | TGFb inhibitor
`COc1cc(OC)c(/C=C2\C(=O)Nc3ccccc32)c(OC)c1` reads 12% | ? | ? | 5.2µM* | -2 | ? | -79% | -19% | -15%
`O=C(OCc1ccccc1)N1CCC2CC1c1cc(N3Cc4ccccc4-n4nncc4C3)ccc12` (centres undefined) reads 20% | ? | · | · | -8 | 29% | -27% | · | -6%

The list is partial, so the mix of outcomes need not match the whole.
